# RGS4 inh – human RGS4 inhibition; Transcreener GDP fluorescence polarization, RGS4-accelerated GTP hydrolysis; AID 504845; P49798; Potency, µM (titrated, usually from 114 µM), for the others: at the top dose activity change, negative = inhibition, hits mostly inhibitors; hit rate 0.039% among 390,000; note: % is set by controls: 0 for no effect and ±100 for the full control effect; nearly all actives have a fitted effect of over 75% in size; some results filed as inactive show a strong effect at the top dose
#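 MLSMR compounds (23 nl, pin-transferred) preincubated 10 min at room temperature with a 500nM (2x) first reagent, then RGS4 at 900nM (2x) plus Transcreener GDP mix added; fluorescence polarization (620/688 nm) read before and after 90 min at 30 °C.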
# TrxR1 substrate – substrates of rat thioredoxin reductase 1; O89049; purified TrxR1 substrate turnover, NADPH consumption readout; Potency, µM (highest dose often 114 µM), for inactives: at the top dose activity change, negative = substrate turnover; hit rate 0.01% among 390,000; note: % is set by controls: 0 for no effect and ±100 for the full control effect; nearly all actives have a fitted effect of over 50% in size
#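 Rat TrxR1, dispensed at 90 nM, was prereduced with 400 uM NADPH (final) for 5 min at ~22 deg C, then incubated with compound 15 min before 400 uM selenite. A first-read NADPH fluorescence drop versus no-compound background flagged substrates.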
# USP1 inh – blocks the human USP1/UAF1 deubiquitinase complex; hit rate 0.23% among 390,000; O94782; Potency, µM (series often up to 57.1 µM), inactives show at the top dose activity change, negative = inhibition, usual class: inhibitors; recombinant USP1/UAF1, Ub-Rhodamine cleavage fluorescence; AID 743255; note: % is set by controls: 0 for no effect and ±100 for the full control effect; nearly all actives have a fitted effect of over 60% in size; inactives centre near -12
#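 USP1/UAF1 complex (1 nM) preincubated 15 min at room temperature with compound, then Ub-Rho substrate (150 nM final) added. Kinetic fluorescence at 480/540 nm over 6 reads at 60 s intervals; 50 mM HEPES pH 7.8, 0.5 mM EDTA, 0.1 mg/ml BSA, 1 mM TCEP, 0.01% Tween-20.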
# Vif-A3F inh – inhibitors of Vif-A3F interaction. Potency, µM (top dose mostly 46.1 µM), without a hit: at the highest dose activity, negative = active. hit rate 0.2% among 390,000. AID 602313. HeLa A3F-eYFP + Vif (tagged APOBEC3F with the HIV-1 protein that degrades it), YFP fluorescence increase; note: % of control where 0% means no effect; nearly all actives have a fitted effect of over 65% in size
#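 HeLa cells stably expressing A3F-eYFP plus Vif, plated and incubated overnight at 37 deg C, then exposed to compounds overnight at 37 deg C. Blocked degradation read as raised yellow fluorescence (Ex 488/Em 500-530).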
# rTrxR1 inhibitor – blocks rat thioredoxin reductase 1 | hit rate 1% among 390,000 | Potency, µM (top dose mostly 114 µM), for the others: at the highest dose activity change, negative = inhibition, usual class: inhibitors | recombinant rTrxR1, NADPH fluorescence consumption, selenite substrate | AID 588453 | O89049; note: % is set by controls: 0 for no effect and ±100 for the full control effect; nearly all actives have a fitted effect of over 65% in size
#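 Rat TrxR1 (90 nM in the dispensed reagent) was pre-reduced with 400 uM NADPH for 5 min at room temperature, then incubated with compound for 15 min. After 400 uM selenite was added, NADPH fluorescence (Ex 340/Em 450 nm) was followed for 8 min.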
# mIDH1 inhibitor – inhibitors of human mutant IDH1 R132H; O75874; IDH1-R132H enzyme, NADPH consumption, diaphorase/resazurin fluorescence; Potency, µM (highest dose often 76.6 µM), without a hit: at the highest dose activity change, negative = inhibition, hits mostly inhibitors; hit rate 0.093% among 390,000; AID 602179; note: % is set by controls: 0 for no effect and ±100 for the full control effect; nearly all actives have a fitted effect of over 65% in size
# Target sequence (O75874 whole entry R132H, stated change not applied): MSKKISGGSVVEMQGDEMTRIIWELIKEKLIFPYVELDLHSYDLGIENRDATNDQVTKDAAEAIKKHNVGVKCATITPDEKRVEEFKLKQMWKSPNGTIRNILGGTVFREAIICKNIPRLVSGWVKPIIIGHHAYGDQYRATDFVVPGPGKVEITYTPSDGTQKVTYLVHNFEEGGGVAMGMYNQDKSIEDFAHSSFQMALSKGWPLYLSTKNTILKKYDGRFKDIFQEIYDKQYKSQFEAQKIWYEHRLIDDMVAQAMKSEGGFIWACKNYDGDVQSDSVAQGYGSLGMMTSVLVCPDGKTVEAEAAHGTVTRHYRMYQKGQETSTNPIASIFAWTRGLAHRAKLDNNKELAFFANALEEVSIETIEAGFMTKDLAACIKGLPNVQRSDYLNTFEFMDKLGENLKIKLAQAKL
#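 IDH1-R132H (0.5 ug/mL) preincubated 30 min with compound, then NADPH (0.016 mM) and alpha-KG (2 mM) added; 80 min at RT, pH 7.5. Remaining NADPH coupled via diaphorase/resazurin to fluorescence (540/590 nm); concentration-response curves normalized to no-enzyme control.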
# 12-LOX inh – inhibitors of human 12S-lipoxygenase ALOX12 | purified 12hLO, xylenol orange hydroperoxide absorbance | Potency, µM (top dose mostly 108 µM), for the others: top-dose activity change, negative = inhibition, actives largely listed as inhibitors | hit rate 1.1% among 580,000 | AID 1671190; note: % is set by controls: 0 for no effect and ±100 for the full control effect
# Target sequence (P18054 whole entry, looked up): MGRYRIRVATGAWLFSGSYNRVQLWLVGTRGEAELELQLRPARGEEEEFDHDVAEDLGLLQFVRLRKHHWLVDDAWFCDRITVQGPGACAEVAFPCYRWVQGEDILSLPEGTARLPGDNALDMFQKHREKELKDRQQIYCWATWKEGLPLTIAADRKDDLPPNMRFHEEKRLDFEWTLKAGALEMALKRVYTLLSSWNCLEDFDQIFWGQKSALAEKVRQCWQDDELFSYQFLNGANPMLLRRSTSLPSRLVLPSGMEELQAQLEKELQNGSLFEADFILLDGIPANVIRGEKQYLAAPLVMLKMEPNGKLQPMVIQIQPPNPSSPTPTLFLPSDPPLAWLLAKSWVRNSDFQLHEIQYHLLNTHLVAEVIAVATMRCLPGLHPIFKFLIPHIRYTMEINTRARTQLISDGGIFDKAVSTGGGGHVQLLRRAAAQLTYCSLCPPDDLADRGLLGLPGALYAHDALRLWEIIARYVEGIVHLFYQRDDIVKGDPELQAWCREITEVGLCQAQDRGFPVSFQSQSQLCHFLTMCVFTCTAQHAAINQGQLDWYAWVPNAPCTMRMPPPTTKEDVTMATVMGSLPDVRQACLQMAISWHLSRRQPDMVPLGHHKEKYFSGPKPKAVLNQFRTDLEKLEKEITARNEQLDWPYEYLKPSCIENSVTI
#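 Hydroperoxide product was detected by ferrous iron/xylenol orange as the 573 to 405 nm absorbance ratio. Arachidonic acid at 40 uM (final) was turned over for 30 min at room temperature by 150 nM human 12hLO, pH 7.0 Hepes buffer, after 15 min compound preincubation.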
# Vif-APOBEC3G blk – inhibitors of Vif-APOBEC3G interaction | Q9HC16 | HeLa A3G-eYFP + Vif (tagged APOBEC3G with the HIV-1 protein that degrades it), YFP fluorescence, overnight | Potency, µM (titrated, usually from 46.1 µM), without a hit: at the highest dose activity, negative = active, most hits filed as inhibitors | hit rate 0.076% among 410,000 | AID 602310;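 note: % is set by controls: 0 for no effect and ±100 for the full control effect; nearly all actives have a fitted effect of over 60% in size; hits raise eYFP signal because A3G escapes Vif-driven loss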
#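 Read-out is eYFP fluorescence (Ex 488/Em 500-530) from Vif-expressing HeLa A3G-eYFP cells; more signal means A3G escaped Vif-mediated degradation. Cells plated overnight, compound pinned in, incubated overnight at 37 deg C.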
# RXFP1 ag – agonists of human relaxin receptor RXFP1 | Q9HBX9 | HEK293T-RXFP1 cAMP TR-FRET, 30 min; response scale: percent of porcine relaxin response, buffer zero | Potency, µM (series often up to 57.5 µM), for the others: at the highest dose activation, hits mostly activators | hit rate 0.3% among 370,000; note: % is set by controls: 0 for no effect and ±100 for the full control effect; nearly all actives have a fitted effect of over 60% in size; many of its hits are not listed in these tables
#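 HEK293 cells stably expressing RXFP1, treated 30 min at 37C with compounds plus PDE4 inhibitor Ro 20174; cAMP measured by HTRF TR-FRET. Normalized to buffer and 29 nM porcine relaxin; EC50 by Hill fit.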
# * hit, by the source's call; ? = inconclusive; · = not tested or not shown; & = joins results of further samples; [ ] = remark or other dose. Calls come from the whole dose curve; as a rule, active = well fitted curve in the direction sought with a large enough effect; inconclusive = small, poorly fitted or top-dose-only effect, or another doubt; inactive = no such curve, though single readings can be large; an effect the other way counts as inactive or inconclusive. Potency is the fitted concentration of half-maximal effect.
SMILES,RGS4 inh,TrxR1 substrate,USP1 inh,Vif-A3F inh,rTrxR1 inhibitor,mIDH1 inhibitor,12-LOX inh,Vif-APOBEC3G blk,RXFP1 ag
Cc1ccc(O)c(Nc2ncnc3ccccc23)c1,18.3%,-3.8%,-14.3%,6.4%,-0.1%,-8.2%,14.4%,-1.0%,2.6%
CCOc1ccccc1N(CC(=O)NC1CCCCC1)S(C)(=O)=O,2.0%,-3.2%,-9.2%,3.8%,7.9%,1.8%,33.8%[activator],2.6%,-0.6%
Nc1ccn(CC(=O)NCc2ccccc2)c(=O)n1,6.5%,2.5%,-17.8%,-3.6%,14.1%,1.8%,-7.9%,3.3%,-1.1%
COc1ccc(C2CCCCCN2C(=O)C2CCN(S(=O)(=O)c3ccc(C)cc3)CC2)cc1 (stereo not given),·,·,-2.1%,-3.6%,·,-2.5%,?,1.3%,·
CC1CC(C)CN(C(=O)C2CCCN(S(=O)(=O)c3cnc[nH]3)C2)C1 (stereo not given),-22.9%[56.9 µM],4.8%,-15.6%,1.5%,14.2%,-0.1%,-8.0%,1.3%,5.6%
Cc1ccc(-n2nc(C)c3c(C)c(CCC(=O)Nc4ccc(CN5CCCC5)cc4)c(C)nc32)cc1,6.5%,19.4%,2.5%,6.0%,18.6%,-4.7%,-17.2%,2.6%,3.5%
Cn1ncc(Cl)c1C(=O)N1CCN(c2ccc(F)cc2)CC1,18.4%,5.5%,1.6%,-11.5%,4.7%,-1.2%,-1.2%,-0.5%,-1.7%
O=C(NCC1CCCO1)c1ccc([N+](=O)[O-])s1 (stereo not given),12.5%,-0.4%[57.1 µM],-8.6%,-3.2%,2.0%[57.1 µM],-6.6%,-6.9%,-0.6%,0.8%
O=C(COc1ccccc1[N+](=O)[O-])N/N=C/c1ccncc1,0.6%,-8.9%,-10.6%,-0.4%,-9.8%,-5.8%,3.4%,2.7%,-2.1%
COc1ccc(NC(=S)NC(=O)C2CCC2)cc1,-26.9%,10.3%,-18.8%,?,?,7.9%,-21.3%,-7.4%,-1.2%
O=S(=O)(NCc1cccs1)NCc1ccccc1F,-11.3%,0.6%,-9.3%,-5.7%,25.3%,-3.6%,-6.8%,-0.8%,-3.4%
Cc1ccc(C)c(S(=O)(=O)N2CCN(C(=O)Nc3ccccc3)CC2)c1,1.0%,5.0%,-23.6%,2.5%,30.7%,-1.1%,-0.6%,-1.3%,0.3%
CC(C)C1Oc2ccccc2N(CC(=O)N2CCOCC2)C1=O (stereo not given),-6.1%,1.4%,-22.3%,-4.3%,16.7%,3.9%,-4.0%,1.3%,0.6%
CCOC(=O)C(=CNNc1ccccc1)C(=O)OCC,?,8.1%[57.1 µM],2.6%,7.2%,-84.8%,3.8%,?,-0.5%,2.0%
CCn1cc(C(=O)O)c(=O)c2cnc(N3CCN(C(=S)NC(=O)c4ccccc4Cl)CC3)nc21,-15.3%,-6.3%,-17.0%,7.8%,1.1%,-2.8%,·,2.6%,2.5%
Cc1ccc(S(=O)(=O)n2nc(-c3ccccc3)nc2NCc2ccccc2Cl)cc1,-4.9%,2.5%,-23.8%,-5.1%,22.0%,11.7%,-12.4%,-1.3%,-0.8%
CSc1ccc(CNc2ncc(-c3ccccc3)n2C)cc1,-8.3%,7.6%[57.1 µM],-8.8%,-5.0%,35.6%[57.1 µM],0.0%,?,-5.8%,0.0%
Cc1cc(Nc2cc(F)ccc2C)nc(-n2nc(C)cc2C)n1,18.0%,2.6%[57.1 µM],-30.0%,5.5%,20.4%[57.1 µM],-15.4%,-19.5%,7.4%,4.6%
O=C1C(Cc2ccccc2)Nc2ncnc(N3CCOCC3)c2N1Cc1ccc(Br)cc1 (stereo not given),4.2%,-1.8%,?,-0.4%,6.4%,-3.6%,?,-2.4%&-4.2%,0.1%
CCOc1ccc(C2NC(=O)NC(C)=C2C(=O)OC)cc1C (stereo not given),12.0%,7.2%[57.1 µM],-20.1%,-29.0%,13.8%[57.1 µM],-1.7%,-1.9%,-3.7%,0.6%
CCOC(=O)CNC(=O)CSc1nc2cccnc2n1Cc1ccccc1,-24.5%,-3.7%,-8.9%,-10.7%,-4.7%,8.8%,-2.3%,2.7%,1.2%
Cn1c(SCc2ccccc2F)nc2c([nH]c3ccccc32)c1=O,-16.4%,-3.4%[57.1 µM],-0.5%,-12.6%,10.0%[57.1 µM],14.6%,1.3%,4.7%,2.8%
COc1ccc(-c2ccc(=O)n(CC(=O)NCC3COCCO3)n2)cc1 (stereo not given),18.0%,-8.6%[57.1 µM],-6.2%,-12.1%,6.2%,0.0%,3.8%,-0.5%,-0.3%
Cc1ccc(/C=C/C(=O)N2CCCC(C)C2)cc1 (stereo not given),-18.7%,-8.8%,-6.1%,0.5%,-5.5%,3.7%,19.2%,-3.3%,0.0%
CCCCN(C)CCC(=O)Nc1ccc(OC)cc1OC,-0.1%[56.9 µM],1.3%,-3.6%,1.2%,12.4%,-2.5%,0.0%,1.7%,0.2%
# Other compounds follow.
SMILES,RGS4 inh,TrxR1 substrate,USP1 inh,Vif-A3F inh,rTrxR1 inhibitor,mIDH1 inhibitor,12-LOX inh,Vif-APOBEC3G blk,RXFP1 ag
CCOc1cccc(=O)c2c(C)n(C)c(C)c12,-14.4%,13.9%,-14.5%,-17.2%,?,8.9%,?,-19.0%,0.0%
Cc1cc(C)c(C#N)c(SCC(=O)N2CCCCC2)n1,-26.3%,9.0%[11.4 µM],-6.4%,-2.2%,15.3%[11.4 µM],5.3%,-37.9%,-1.0%,1.8%
Cc1c(C(=O)N2CCOCC2)[nH]c2c1C(=O)CC(c1ccc(Cl)cc1)C2 (stereo not given),-0.6%,17.3%,-1.8%,-22.8%,45.5%,6.8%,0.0%,-5.9%,1.4%
CC1(C)Cc2ccccc2-c2c1c(=O)n(Cc1ccccc1)c1nnnn21,-4.4%,15.4%[57.1 µM],-19.2%,-4.8%,16.7%[57.1 µM],2.9%,?,0.3%,0.0%
Cc1cccc(-n2nnc(C(=O)NCc3ccc4c(c3)OCO4)c2N)c1,-17.6%,-3.0%,-17.2%,·,2.9%,-0.5%,11.4%,-3.0%,0.4%
COc1cc(NC(=O)c2cncc(-c3ccc(C#N)cc3)c2)cc(C(=O)Nc2cccc(C(F)(F)F)c2)c1,-21.6%,10.2%,?,?,14.9%[57.1 µM],8.7%&-1.4%,?,-1.9%&-19.0%,4.9%
CCOC(=O)C1C(=O)C=C(c2ccc(OC)cc2)CC1c1ccco1 (stereo not given),-52.3%,-6.9%,-14.1%,-11.3%,?,-4.5%,?,-12.5%,-0.6%
O=C(Cn1c(=O)n(CC2CCC(C(=O)NCCc3ccccc3)CC2)c(=O)c2ccccc21)Nc1cccc(F)c1 (stereo not given),2.8%,4.1%,-8.5%,0.5%,-20.0%,-12.1%,-25.8%,-4.2%,0.2%
c1ccc(Oc2cccc3cccnc23)nc1,6.5%,11.0%[57.1 µM],-13.7%,2.2%,11.2%[57.1 µM],7.3%,-27.1%,1.7%,-0.1%
Cc1cccc(C2c3[nH]c4ccccc4c3CCN2C(=O)c2cc(C(C)C)nc(N)n2)n1 (stereo not given),3.3%,-6.0%,-16.9%,0.9%,9.0%,-9.8%,-5.1%,-1.4%,-0.3%
CC(C)[C@H]1c2ccc(F)cc2CC[C@@]1(CCN(C)CCCc1nc2ccccc2[nH]1)OC(=O)C1CC1,·,-7.2%,·,·,6.4%,·,?,6.9%,·
O=C(O)CN1C(=O)/C(=C/c2ccccc2Br)Oc2ccccc21,27.5%,15.2%,-5.5%,-1.0%,-8.8%,-9.7%,0.0%,-16.5%,10.0%
Cn1c(=O)c2c(SCC(=O)Nc3nccs3)nc(C3CC3)nc2n(C)c1=O,-4.4%,-0.3%,-15.1%,5.3%,19.1%,7.0%,-19.5%,0.6%,7.2%
COc1ccc(/C=N/n2cnc3c([nH]c4ccc(Br)cc43)c2=O)cc1CN1CCOCC1,-24.8%,-2.5%,-16.6%,-1.8%,-2.3%,1.3%,9.9%,1.7%,6.9%
COc1ccc(-c2cc(C(F)(F)F)nc(-n3cc(Br)cn3)n2)cc1,32.8%,153.4%[activator],-10.5%,5.8%,92.8%[activator],2.8%,0.0%,-4.5%,2.7%
CC1CCc2c(sc(NC(=O)COC(=O)c3ccc(O)cc3)c2C#N)C1 (stereo not given),-16.3%,0.3%[57.1 µM],-20.9%,7.0%,14.1%[57.1 µM],10.3%,-8.8%,-1.2%,0.4%
COC(=O)C1C(c2ccc(N(C)C)cc2)C(C(=O)OC)S(=O)(=O)CS1(=O)=O (stereo not given),-7.1%,-5.1%[57.1 µM],1.3%,7.2%,-9.3%[57.1 µM],-4.7%,-5.0%,-3.8%,1.7%

# These rows are one share of the data; count on the stated rates, not on these rows.
